PhoP GFP inhibition = Inhibition of PhoP regulon, Salmonella typhi GFP reporter cells, confirmation, 4 h (AID 1850); 0.33% of 310,000 active; inhibition, % at 50 µM; hits with a dose series show IC50 in µM; Salmonella Typhi PhoP-promoter GFP reporter, fluorescence, 4 h; higher % means a stronger effect; in the data active = a potency from the dose series; inconclusive = inhibition mostly from about 25% at the one dose, without a potency; inactive = the rest, 99 in 100 with inhibition below about 19%;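 note: 0% = induced wells with vehicle and 100% = uninduced wells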
VEEV TC-83 Vero = inhibitors of VEEV TC-83 cytopathic effect, confirmation, Vero cells (AID 588727); Vero cells, VEEV TC-83 cytopathic effect inhibition; higher % means a stronger effect; inhibition, % at 20 µM, or IC50 in µM where a hit was titrated; 0.13% of 350,000 active; in the data active = a potency from the dose series; inconclusive = inhibition mostly from about 14% at the one dose, without a potency; inactive = the rest, 99 in 100 with inhibition below about 12%; note: strong numbers were not always called active
M. tuberculosis = growth inhibition of non-replicating M. tuberculosis (AID 488890); 0.39% of 320,000 active; inhibition, % at 25 µM; hits with a dose series show IC50 in µM; Mycobacterium tuberculosis non-replicating, growth inhibition; higher % means a stronger effect; in the data active = a potency from the dose series; inconclusive = inhibition mostly from about 82% at the one dose, without a potency; inactive = the rest, 99 in 100 with inhibition below about 76%;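 note: plate controls were DMSO cells for no effect and high antibiotic wells for full effect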
M. tuberculosis HTS = M. tuberculosis growth inhibition, HTS (AID 449762). M. tuberculosis H37Rv growth inhibition, 7H9 media; higher % means a stronger effect. one-dose inhibition, % at 25 µM; IC50 in µM for titrated hits. 0.59% of 330,000 active; in the data active = a potency from the dose series; inconclusive = inhibition above about 70% without an active follow-up result;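 note: bacterial growth assessed after seven days of incubation; strong numbers were not always called active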
influenza NS1A = H1N1 influenza NS1A inhibitors, functional cell based assay (AID 504329); NS1A functional cell-based assay, percent inhibition; higher % means a stronger effect; one-dose inhibition, % at 12.5 µM; IC50 in µM for titrated hits; 0.3% of 340,000 active; in the data active = a potency from the dose series; inconclusive = inhibition above about 27% without an active follow-up result; note: strong numbers were not always called active
VEEV TC-83 Vero 10K pilot screen = recorded beside VEEV TC-83 Vero, whose call it bears; inhibition, %; measured here: 10K pilot screen inhibition
* = called active by the depositor; i = inactive; ? = inconclusive; . = no result given. Hits appear at their usual frequency; overall some 1.6% were active at least once.

SMILES	PhoP GFP inhibition	VEEV TC-83 Vero	M. tuberculosis	M. tuberculosis HTS	influenza NS1A	others
CC(C)C(CO)NC(=O)CC(=O)NC(CO)C(C)C (stereo unspecified)	7%	0.1%	-11%	-7%	-3%
Cc1cc(C)c(NS(=O)(=O)c2ccc(NC(=O)CCC(=O)O)cc2)c(C)c1	10%	0.2%	-26%	-3%	11%
Cc1cccc(C(=O)NCC2CCN(C(=O)c3cccc(C)c3)CC2)c1	-5%	1.0%	13%	-8%	-2%
O=C(N/N=C/c1cc(Br)cs1)c1c[nH]c2ccccc12	23%	3.2%	61%	-3%	-12%
CCOC(=O)C(C)Sc1ccc2nnc(CCNS(=O)(=O)c3ccccc3)n2n1 (stereo unspecified)	-1%	2.3%	-10%	2%	-11%
CC(=O)Nc1cc(C(=O)N2CCC3(CC2)OCCO3)ccc1S(=O)(=O)c1ccc(C)cc1	-5%	0.8%	11%	-3%	-1%
Cc1ccc(/C=N/N2CCN(C3c4ccccc4-c4ccccc43)CC2)s1	3%	i	-20%	10%	5%
O=Cc1sc([O-])nc1-[n+]1ccc2ccccc2c1	4%	.	2%	3%	.
O=S1(=O)CCN(Cc2ccc(Cl)c(C(F)(F)F)c2)CC1	-5%	1.1%	14%	2%	-4%
CC(C)Cn1c(CCCNC(=O)c2ccc(F)cc2)nc2ccccc21	-2%	i	-13%	-1%	-3%
Cn1ccnc1C(O)(c1ccccc1)c1nccn1C	-6%	0.6%	-10%	-4%	11%
O=C1NC(=O)[C@@H]2C3c4ccccc4C=CN3[C@H](C(=O)c3cccs3)[C@H]12 (stereo partly specified)	1%	.	10%	5%	.
COc1cccc(NC(=O)CC2C(=O)NCCN2C(=S)Nc2ccc(F)cc2)c1 (stereo unspecified)	-12%	i	8%	-8%	-8%
Cc1c(OCC(=O)N(C)C)ccc2c3c(c(=O)oc12)CCCCC3	0%	1.6%	26%	-1%	-4%
CCOc1ccccc1-c1nc(SCC(=O)O)n[nH]1	-1%	2.4%	-2%	2%	-6%
O=c1cc(O)c(-c2cccc(Cl)c2)c(Cl)[nH]1	7%	0.9%	10%	-3%	15%
Cn1c(=NC(=O)CSCC(=O)N2CCOCC2)sc2ccccc21	6%	1.1%	-5%	-2%	-6%
COC(=O)c1c(C#N)c(N)nc2c1CCCC2	10%	0.9%	-16%	3%	-17%	VEEV TC-83 Vero 10K pilot screen=2.2
COc1ccc(C(=O)c2cc3c(cc2[N+](=O)[O-])OCCO3)cc1	-4%	i	31%	-1%	11%
CCC(c1nnc(SCC(=O)Nc2cc(C)on2)o1)N(C)C (stereo unspecified)	.	2.7%	-5%	-8%	4%

Grouped by structure: the entries above with a COOH group.
SMILES	PhoP GFP inhibition	VEEV TC-83 Vero	M. tuberculosis	M. tuberculosis HTS	influenza NS1A	others
Cc1cc(C)c(NS(=O)(=O)c2ccc(NC(=O)CCC(=O)O)cc2)c(C)c1	10%	0.2%	-26%	-3%	11%
CCOc1ccccc1-c1nc(SCC(=O)O)n[nH]1	-1%	2.4%	-2%	2%	-6%

2 successive records out of the list so far, for reference:
SMILES	PhoP GFP inhibition	VEEV TC-83 Vero	M. tuberculosis	M. tuberculosis HTS	influenza NS1A	others
COc1ccc(C(=O)c2cc3c(cc2[N+](=O)[O-])OCCO3)cc1	-4%	i	31%	-1%	11%
CCC(c1nnc(SCC(=O)Nc2cc(C)on2)o1)N(C)C (stereo unspecified)	.	2.7%	-5%	-8%	4%

Further compounds.
SMILES	PhoP GFP inhibition	VEEV TC-83 Vero	M. tuberculosis	M. tuberculosis HTS	influenza NS1A	others
C(=N\Nc1nc(-c2ccccc2)cs1)/c1cccs1	-12%	6.0%	21%	29%	11%
CCn1c(C)c(C)c2cc(C(=O)Nc3cccc(Cl)c3)ccc21	-10%	5.2%	49%	35µM*	9%
COc1ccc(Cc2noc(CN3CCNC(=O)CC3)n2)cc1OC	9%	1.0%	-3%	-1%	11%	VEEV TC-83 Vero 10K pilot screen=2.3
COc1ccc(CCNS(=O)(=O)c2cccs2)cc1	-2%	i	-4%	1%	-2%
NC(=O)c1ccc(NC(=O)COC(=O)c2ccc(Cl)nc2)cc1	.	i	-1%	-8%	1%
Cc1ccc(S(=O)(=O)CCC(=O)NCc2ccccc2)cc1	-1%	0.4%	2%	0%	-8%
O=C(CC1C(=O)NCCN1C(=O)c1ccc(F)cc1)OCc1ccccc1 (stereo unspecified)	-9%	i	9%	-4%	-5%
O=C(NCc1cccnc1)c1cccc(S(=O)(=O)Nc2cccc(Cl)c2)c1	.	0.5%	9%	-8%	-20%
Cc1cc2c(=O)n(C)c(SCC(=O)Nc3cccc(F)c3)nc2s1	6%	0.7%	-6%	5%	-5%
CC(=C1C(=O)c2ccccc2C1=O)N1CCN(c2ccccn2)CC1	-3%	0.5%	-2%	2%	-4%
COC(=O)Cc1ccc(NC(=S)NC(C)(C)C)cc1	-5%	i	3%	54%	-7%
Cc1nn(-c2cccc(Cl)c2)c(Cl)c1/C=N/NC(=O)c1cccnc1	-3%	8.9%	?	12%	8%
O=C1CC(c2cccc(Cl)c2)CC(O)=C1C=NCCCO (stereo unspecified)	1%	4.7%	30%	-8%	0%
O=C(NCCOC(=O)c1ccccc1)c1ccc([N+](=O)[O-])cc1	-6%	i	-2%	1%	5%
Cc1ccc(/C=C2\C(=O)NC(=S)N(c3ccc(F)cc3)C2=O)s1	1%	?	28%	23%	3%
CCCCN(Cc1cc2ccccc2[nH]c1=O)C(=O)c1ccccn1	-12%	0.5%	9%	-2%	-15%
Cc1ccc(S(=O)(=O)N2CCOC2CNC(=O)C(=O)NCCCc2ccccc2)cc1 (stereo unspecified)	-7%	2.1%	5%	-9%	12%
Cc1cc(C)cc(OCC(=O)OCC(=O)c2c(N)n(C)c(=O)n(C)c2=O)c1	-18%	2.0%	2%	-3%	-3%
COCCNC(=O)/C(C#N)=C/c1ccc(OC(=O)c2cccs2)c(OC)c1	.	0.5%	.	.	7%
Cc1ccccc1NC(=O)COC(=O)c1cc(C)n(C2CC2)c1C	.	3.0%	11%	3%	-13%

Compounds above with a nitro group on carbon (two):
SMILES	PhoP GFP inhibition	VEEV TC-83 Vero	M. tuberculosis	M. tuberculosis HTS	influenza NS1A	others
COc1ccc(C(=O)c2cc3c(cc2[N+](=O)[O-])OCCO3)cc1	-4%	i	31%	-1%	11%
O=C(NCCOC(=O)c1ccccc1)c1ccc([N+](=O)[O-])cc1	-6%	i	-2%	1%	5%

Continuation:
SMILES	PhoP GFP inhibition	VEEV TC-83 Vero	M. tuberculosis	M. tuberculosis HTS	influenza NS1A	others
O=C(OCCCc1cc2ccccc2c(=O)o1)c1ccc2c(c1)OCO2	.	i	11%	-7%	12%
O=[N+]([O-])c1ccc(NN=Cc2cccc([N+](=O)[O-])c2)cc1	.	8.3%	.	.	5%
CCCCC(=O)NC(=S)Nc1c(C)cc(Br)cc1C	0%	i	?	6%	-2%
CC(C)CN(CC(C)C)C(=O)COc1ccccc1C(N)=O	3%	2.0%	-1%	1%	2%
COc1ccccc1OCCSc1nnc(CNC(=O)c2ccco2)n1C	-6%	1.0%	2%	-8%	-25%
CC1(C)CC(=O)CC(=O)/C1=N\Nc1c(Cl)cc(Cl)cc1Cl	-8%	1.0%	?	16%	4%
c1ccc2cc(-c3cc4ccccn4c3)ccc2c1	-1%	0.9%	19%	3%	10%
CCOC(=O)C1CCN(Cc2cnc(Oc3ccc(OC)cc3)s2)CC1	-3%	1.7%	57%	-4%	4%
O=C(COC(=O)c1nc(Cl)ccc1Cl)NCc1cccs1	8%	0.3%	2%	-6%	2%
COc1ccccc1-c1cc(C(F)(F)F)nc(S(C)(=O)=O)n1	-6%	9.3%	?	3%	-3%
Cc1oc(-c2cccs2)nc1CN1CCN(C(C)C)C(CCO)C1 (stereo unspecified)	1%	i	16%	-3%	-5%
c1ccc(C[C@H]2CNCCN2CCCCC2CCCCC2)cc1	1%	2.9%	i	?	3%
Cc1cc(C)c(S(C)(=O)=O)c(N(C)NC(=O)c2c(F)cccc2F)n1	4%	i	4%	-13%	-4%
CC1(C)CC2CC(C)(CN2C(=O)c2ccc([N+](=O)[O-])cc2[N+](=O)[O-])C1 (stereo unspecified)	-10%	i	22%	-3%	-3%
COc1cc(/C=N/OCC(=O)NC2CCCCC2C)ccc1OCc1ccc(Cl)cc1 (stereo unspecified)	-7%	i	2%	3%	-3%
CCOC(=O)C1CCN(c2c(N3CCCC(C(=O)OCC)C3)c(=O)c2=O)CC1 (stereo unspecified)	-13%	1.2%	.	-6%	37%
Cc1cc(C)cc(-n2c(O)c(C=NC3CCS(=O)(=O)C3)c3ccccc3c2=O)c1 (stereo unspecified)	4%	4.0%	7%	0%	-21%
Nc1c(N(CCO)C(=O)C2CCCCC2)c(=O)[nH]c(=O)n1Cc1ccccc1	-2%	1.4%	24%	-3%	17%
Cc1cc2c(c(=O)o1)C(CC(C)C)C(C#N)=C(N)O2 (stereo unspecified)	-8%	2.1%	2%	-11%	-5%
O=C1c2ccccc2C(=O)N1Cc1nc2ccccc2c(=O)n1CCCN1CCOCC1	10%	0.1%	-2%	9%	6%
CS(=O)(=O)N(CC(=O)Nc1ccc2c(c1)OCCO2)Cc1ccccc1	-4%	i	-2%	-13%	1%
Cc1cc(C)cc(-n2ncc3c2CCCC3NC(=O)c2csnn2)c1 (stereo unspecified)	-3%	3.8%	23%	2%	-19%
CC1=NN(Cc2ccccc2)C(=O)C1C(c1ccncc1)C(C#N)C#N (stereo unspecified)	-3%	3.3%	8%	3%	3%
O=C1CC(c2nc3ccccc3[nH]2)CN1c1cccc(C(F)(F)F)c1 (stereo unspecified)	2%	3.6%	.	-8%	-11%
Cc1ccc(S(=O)(=O)N(CC(=O)Nc2ccccc2)C(=O)N2CCN(C)CC2)cc1	-5%	2.0%	2%	2%	8%
Cc1nn(CC(=O)NCCCc2ccccc2)c(=O)c2cc3occc3n12	3%	i	6%	3%	2%
CCOP(=O)(OCC)C(NC(=O)c1ccccc1)=C(Cl)Cl	-1%	i	-15%	0%	-5%
COc1ccc(NC(=O)N2CCC3(CC2)OCCO3)cc1	4%	0.6%	2%	0%	11%
CCC(C)Oc1cccc(C(=O)Nc2ccccc2N2CCOCC2)c1 (stereo unspecified)	3%	6.9%	33%	7%	5%
COc1ccccc1CNS(=O)(=O)c1ccc(Cl)s1	14%	i	9%	3%	-13%
COc1ccccc1OCCCn1cc(C(C)=O)c2ccccc21	-25%	1.5%	3%	-3%	11%
CN(C)S(=O)(=O)c1ccc(Cl)c(C(=O)NCC2CCCCC2)c1	-8%	i	13%	2%	-6%
Cc1c(C(=O)N2CCOCC2)c(S(=O)(=O)Nc2ccc(Br)cc2F)c(C)n1C	-3%	i	1%	-4%	8%
Cc1cccc(C(=O)N2CCC(=O)N(C(COCc3ccccc3)Cc3ccccc3)CC2)c1 (stereo unspecified)	-8%	10%	6%	-3%	-2%
Cc1cccn2c(=O)nc(SCC(=O)N3CCOCC3)nc12	9%	0.8%	-11%	-3%	-4%
COc1ccc(CNC(=O)c2cc(=O)c3c(C)cc(C)cc3o2)cc1	-2%	2.5%	-1%	-2%	-1%
CCc1ccc(N(CC(=O)NCc2ccco2)C(=O)CCC(=O)Nc2ccccn2)cc1	5%	i	-14%	2%	2%
CC(C)(C)c1cc(C(F)(F)F)nc(SCCCNC(=O)c2ccco2)n1	8%	2.0%	25%	3%	-4%
COc1ccc(NC2CCCN(C(=O)c3cccs3)C2)cc1 (stereo unspecified)	1%	4.3%	25%	3%	0%
Cc1[nH]c2ccccc2c1/C=N/NC(=O)c1cccc(Br)c1	-2%	3.8%	23%	9%	-2%
CCN(CC)CCN(C(=O)/C=C/c1cccs1)c1nc2ccc(C)cc2s1	5%	i	63%	5%	6%
CN(C)c1ccc(/C=N/NC(=O)c2ccc(Cn3cc(Br)cn3)o2)cc1	-3%	i	12%	-2%	10%
COc1cccc(C(=O)NNC(=O)c2cccc3ccccc23)c1	.	1.3%	.	.	-7%
Cc1ccc(S(=O)(=O)NCc2nc(-c3ccccc3)no2)cc1	-8%	1.4%	1%	19%	-1%
Cc1cc(OCC(=O)N(C)Cc2ccccc2)ccc1Br	3%	0.2%	42%	6%	-10%
CCCn1c(=O)c2ccccc2n2c(SCCOc3ccc(OC)cc3)nnc12	-6%	1.0%	11%	-1%	9%
Cn1c(Cc2cccc3ccccc23)nnc1SCc1ccc([N+](=O)[O-])cc1	-4%	5.7%	17%	-11%	0%
CCN(CC)NC(=O)Nc1ccccc1	0%	4.3%	1%	-6%	.

Source: PubChem BioAssay (Southern Research Specialized Biocontainment Screening Center)
